Shn3 inh set2: reduces Shn3 3'UTR luciferase signal in osteoblasts. AID 588674. actives 0.52% (n = 360,000). Clone20 osteoblast Shn3 3'UTR firefly luciferase, 24 h. inhibition, % at 12.5 µM;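 active = mean inhibition of at least 75% with every replicate also reaching 75%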;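 also: 0% = median of neutral control wells and 100% = pilot-screen positive control compound; some compounds past the cut are filed as inactive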
KKLEB cytotox: reduces viability of KKLEB cystic fibrosis airway cells | KKLEB CF airway cells viability, ATPlite luminescence, overnight; hits give low values; cells stimulated with P. aeruginosa culture filtrate | activity change (cytotoxicity), % at 5 µM | actives 0.36% (n = 360,000) | AID 602141;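 active = corrected activity change at or below -50% at 5 µM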
HIF-2a block: HIF-2a inhibition | 786-0 RCC cells HIF-2a reporter, luciferase luminescence, overnight | inhibition, % at 18.8 µM | actives 0.72% (n = 360,000);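 active = inhibition of the luminescence signal of 40% or more relative to plate controls, in a single-dose primary screen at 18.75 µM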
EBV LMP1 NFkB: Epstein-Barr LMP1 NF-kappaB reporter inhibition | actives 0.69% (n = 350,000) | LMP1-induced NF-kappaB luciferase reporter cells, luminescence | inhibition, % at 12.5 µM; in the data active = inhibition above about 41%;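 also: 0% = neutral control wells and 100% = reference inhibitor control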
NR2E3 ag-1: agonists of human nuclear receptor NR2E3; GST-NR2E3/biotin-RetCOR TR-FRET, 1536-well; inhibition of corepressor binding, % at 4.78 µM; actives 0.12% (n = 320,000); AID 2300;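 active = percent inhibition above the cutoff of mean plus 3 SD of all tested compounds, set per screening campaign, cut at about 20% in these data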;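 also: 0% = DMSO wells and 100% = biotin wells as full block of FRET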
Target sequence (Q9Y5X4 whole entry, looked up): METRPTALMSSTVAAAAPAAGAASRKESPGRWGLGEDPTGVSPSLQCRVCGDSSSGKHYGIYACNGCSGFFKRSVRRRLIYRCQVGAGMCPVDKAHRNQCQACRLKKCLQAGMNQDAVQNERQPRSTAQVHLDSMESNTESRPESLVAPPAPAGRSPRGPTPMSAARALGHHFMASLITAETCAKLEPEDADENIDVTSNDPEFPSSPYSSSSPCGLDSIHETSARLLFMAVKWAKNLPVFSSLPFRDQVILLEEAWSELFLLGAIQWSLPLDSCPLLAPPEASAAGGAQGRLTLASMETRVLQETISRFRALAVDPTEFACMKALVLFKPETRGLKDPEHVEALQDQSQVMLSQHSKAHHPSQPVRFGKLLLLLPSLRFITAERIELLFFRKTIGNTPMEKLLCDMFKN
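Material: NR2E3–RetCOR corepressor complex / Incubation: Compound–protein incubation for 5 h at 4 °C / Dosing: compound at 4.8 µM, single dose / Detection: time-resolved FRET / Benchmarks: high control biotin, low control 0.6% DMSO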
hiPSC survival: enhancers of human iPSC single-cell survival. hiPSC single-cell survival, ATPlite luminescence; 100% = ROCK inhibitor wells, 0% = DMSO. survival enhancement, % at 20 µM. actives 0.044% (n = 360,000). AID 602274; in the data active = survival enhancement above about 18%;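 also: cells exposed to compounds for 16 hours before the ATP read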
NR2E3 ag-2: activates human NR2E3 receptor; Q9Y5X4; CHO-S Gal4-NCOR/VP16-NR2E3 two-hybrid, luciferase; inhibition of corepressor binding, % at 3.98 µM; actives 0.35% (n = 360,000); AID 602229;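 active = inhibition above the mean of all tested compounds plus 3 SD, cut at about 70% in these data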;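 also: 0% = DMSO with NR2E3 transfected cells and 100% = cells lacking NR2E3 construct; higher means lower luciferase signal from less NR2E3 corepressor binding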
C8 TRAIL sens: sensitizes caspase-8 expressing cells to TRAIL | NB7+C8 cells + TRAIL, ATPlite viability luminescence | inhibition (viability loss, TRAIL sensitization), % at 10 µM | actives 1% (n = 360,000);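 active = compounds causing at least 50% loss of cell viability in the single-dose screen, relative to plate controls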
Peg3 promoter: inhibitors of Peg3 promoter; inhibition, % at 20 µM; actives 1.7% (n = 360,000); HeLa PEG-Prom luciferase reporter, luminescence, overnight;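 active = inhibition of at least 50% at 20 µM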
MITF TRPM1 inh: inhibitors of MITF-driven TRPM1 promoter in melanoma cells. SK-MEL-5 TRPM1 promoter luciferase, 24 h. inhibition, % at 12.5 µM. actives 0.83% (n = 330,000). AID 488899;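 active = mean inhibition across replicates of 60% or more, whatever share of single replicates reaches that level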; also: values of inactives mirror those of a sister screen read the other way
CF NFkB inh: blocks PAF-induced NF-kB reporter in cystic fibrosis cells; AID 588850; KKLEB NF-kB-GFP reporter, GFP fluorescence overnight; inhibition, % at 5 µM; actives 0.86% (n = 360,000);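 active = at least 50% inhibition at 5 µM, scaled per plate between neutral and stimulator controls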;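 also: PAF is a Pseudomonas aeruginosa culture filtrate used as stimulus; plate controls were PAF-stimulated DMSO wells for no effect and unstimulated DMSO wells for full effect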
* hit, by the source's call; · = not tested or not shown.

SMILES	Shn3 inh set2	KKLEB cytotox	HIF-2a block	EBV LMP1 NFkB	NR2E3 ag-1	hiPSC survival	NR2E3 ag-2	C8 TRAIL sens	Peg3 promoter	MITF TRPM1 inh	CF NFkB inh
Cc1noc(C)c1NC(=O)N(C)C[C@@H]1Oc2ncc(Br)cc2C(=O)N([C@H](C)CO)C[C@@H]1C	-6.6	-11.4	2.7	-2.9	·	0.1	-23.8	-3.8	6.6	·	14.7
Cc1ccc(NC(=O)C2CCN(C(=O)c3ccccc3C)CC2)nc1	-0.4	8.2	-4.1	-11.1	3.3	0.3	-11.6	-15.5	-7.3	-10.1	-22.1
Cc1ccc(NC(=O)C2(c3ccccc3)CCOCC2)cc1	10.3	4.2	17.5	2.4	6.0	2.2	7.5	-1.4	19.4	-7.4	0.9
CC(C)Nc1nc(NCCOc2ccccc2Cl)c2sc(-c3ccccc3)cc2n1	72.1	-5.6	-22.4	·	·	-1.7	48.0	29.2	36.2	·	37.7
Cn1c2ccccc2c2cnn(CC(=O)Nc3ccc(F)cc3F)c(=O)c21	6.3	3.1	13.5	-4.7	0.1	-0.4	-4.1	-10.3	13.9	18.3	5.5
O=C1CCc2cc(S(=O)(=O)NC3CCCCC3)ccc2N1	-0.5	-1.5	7.7	-5.2	2.1	-0.4	-5.1	-16.4	103.3*	-8.1	-13.0
Cc1ccc(OCC(=O)c2ccc(Cl)s2)c([N+](=O)[O-])n1	0.7	-2.0	-4.9	-5.4	-2.1	1.3	1.4	-1.2	-4.8	8.1	5.9
COc1ccc(CNC(=O)N2CCc3ccccc3C2)cc1Cl	4.4	-6.4	-39.1	-4.6	-0.3	0.1	16.7	-19.5	-5.5	20.1	5.8
CCNC(=O)COC(=O)c1cc(-c2ccc(OC)cc2)nc2ccccc12	-50.3	5.8	-105.1	2.1	1.5	-1.8	-55.0	42.3	-122.1	-19.3	-15.3
C#CCn1c(=NC(=O)CSCC(=O)N2CCOCC2)sc2ccccc21	17.3	0.4	4.7	-8.9	1.8	2.2	16.4	3.4	11.3	16.0	1.4
O=C(CC1SC(N2CCCCC2)=NC1=O)Nc1ccc(C(=O)NCCc2ccc(F)cc2)cc1 (stereo unspecified)	-12.5	4.6	-0.5	-22.7	1.3	0.1	13.6	-19.3	-3.7	-0.3	5.7
Cc1cnc(NC(=O)CSc2ccccc2)s1	-26.0	2.6	-113.9	-6.0	-3.2	0.0	-1.6	-16.6	-107.9	-31.0	-0.1
CS(=O)(=O)N(CCc1ccccc1)CC(=O)NCc1ccc(Cl)cc1	6.5	0.0	16.3	-39.7	-2.6	-0.7	-21.3	-7.7	5.0	0.7	-4.6
COC(=O)C(CC(=O)c1ccc(Cl)cc1)c1ccc(C(C)C)cc1 (stereo unspecified)	-22.6	1.1	-125.2	-12.3	1.9	0.0	-16.6	-4.5	-65.6	-25.1	15.3
CCOc1ccc(S(=O)(=O)N2CCCCC2)c(C)c1C	20.6	-6.0	17.0	-8.0	·	1.7	-13.2	-9.1	26.6	-8.3	2.7
O=C(CN1CCN(c2ccccc2O)CC1)Nc1ccnn1C1CCCC1	11.9	-2.9	13.3	4.2	3.5	-0.1	24.9	2.1	13.0	6.5	-0.4
COC(=O)c1ccccc1SC1CC(=O)N(c2cccc(C)c2)C1=O (stereo unspecified)	4.2	-3.4	6.6	5.5	2.7	1.8	-16.3	-5.9	-7.0	-1.1	4.7
CCOC(=O)C1=C(C)NC(=O)/C1=C\N(C)C	15.8	7.3	7.7	-3.4	5.4	-0.5	-1.1	1.4	2.7	10.5	-0.1
COc1ccccc1C(=O)N/C(=C\c1ccc(Br)cc1)C(=O)NCCO	8.6	-7.2	7.8	0.7	0.9	0.1	15.7	4.0	12.6	5.0	-16.4
Cc1ccc(-c2csc(NC(=O)CCNC(=O)c3ccccc3Cl)n2)cc1	9.5	-3.5	-14.8	15.9	2.1	-0.4	-2.2	-1.9	1.8	1.0	-10.8
Cc1nc(NC(=O)c2ccco2)sc1C(=O)Nc1ccc(Br)cc1	-20.9	18.1	-67.9	-15.7	7.1	3.4	53.8	-9.2	-5.1	27.3	-32.4
CCOc1ccc(NC(=O)c2sc3nc(N4CCOCC4)c4c(c3c2N)CCCC4)cc1	16.5	-7.8	3.3	-1.7	12.0	-0.3	-77.7	1.9	-3.3	-14.5	23.3
O=[N+]([O-])c1cccc(Cl)c1NCCNS(=O)(=O)c1ccccc1	10.3	8.2	16.2	-0.8	0.5	5.9	-13.6	-0.6	23.5	-17.3	5.5
Cc1ccc(C)c(NC(=O)CSc2nc(C)cc(C)c2C#N)c1	4.4	-14.6	-5.6	1.3	7.5	-0.4	-0.1	-16.4	3.3	6.3	15.8
OC(COc1ccccc1)CN1CCCCCC1 (stereo unspecified)	-16.3	0.7	7.3	4.7	2.4	-2.4	18.1	2.0	0.7	-6.3	13.1

Continued; it opens with the 2 that closed the last part.
SMILES	Shn3 inh set2	KKLEB cytotox	HIF-2a block	EBV LMP1 NFkB	NR2E3 ag-1	hiPSC survival	NR2E3 ag-2	C8 TRAIL sens	Peg3 promoter	MITF TRPM1 inh	CF NFkB inh
Cc1ccc(C)c(NC(=O)CSc2nc(C)cc(C)c2C#N)c1	4.4	-14.6	-5.6	1.3	7.5	-0.4	-0.1	-16.4	3.3	6.3	15.8
OC(COc1ccccc1)CN1CCCCCC1 (stereo unspecified)	-16.3	0.7	7.3	4.7	2.4	-2.4	18.1	2.0	0.7	-6.3	13.1
COc1ccc(-c2noc(CN(C)C(=O)CCN3C(=O)[C@H]4CC=CC[C@H]4C3=O)n2)cc1	11.0	4.4	-5.6	-10.2	0.9	0.0	-14.5	8.5	-3.4	0.0	-11.8
Cc1cccc(CSCC(=O)NCc2ccc(S(N)(=O)=O)cc2)c1	-4.6	11.1	11.3	-7.0	-5.2	0.6	-27.1	-12.6	4.0	-0.7	0.8
Cc1cc(=O)oc2c(C)c(OCC(=O)NCC3CCC(C(=O)O)CC3)ccc12 (stereo unspecified)	0.8	0.6	5.9	1.6	-1.3	-0.6	-15.1	4.3	11.2	7.5	-0.6
CC(=O)c1cccc(N(CC(=O)Nc2ccc(F)cc2)S(C)(=O)=O)c1	-10.7	0.4	-52.4	-7.1	3.8	1.6	-3.9	-4.0	-25.7	-20.0	7.6
CCNC(=O)C1(C)CCCN(C(=O)c2ccc3ccccc3n2)C1 (stereo unspecified)	-26.6	-5.1	3.5	·	·	5.7	-14.5	-6.8	-7.5	·	8.3
CCC(CC)=N/N=C/c1c(O)n(CC)c2cc(C3=NNC(=O)CC3)ccc12	-1.6	2.6	17.3	5.9	0.2	1.2	24.5	6.9	2.2	-8.9	-1.9
O=C(c1ccc(Cn2ccc([N+](=O)[O-])n2)cc1)N1CCN(Cc2ccccc2)CC1	12.4	-16.7	3.8	7.3	0.9	-0.7	-4.0	11.8	8.4	12.9	15.3
Cc1ccc(S(=O)(=O)Cn2nnnc2C(CC(C)C)N2CCN(C(=O)c3ccco3)CC2)cc1 (stereo unspecified)	-1.7	-6.4	12.7	4.0	-3.2	-0.2	-6.0	-0.4	10.0	4.4	19.8
Cc1ccc(NC(=O)CSc2nn(-c3ccc(Cl)cc3)c(=S)s2)cc1S(=O)(=O)N(C)C	29.2	-7.2	11.4	19.2	2.9	2.4	4.0	28.4	32.1	19.4	-2.9
CCN1CCc2c(OCC(=O)Nc3cccc(C)c3)cccc2C1=O	9.7	-9.2	16.7	-4.7	5.1	0.0	8.4	28.9	16.7	19.3	-12.3
COc1ccc(CCNC(=O)CC2SC(=NCCC(C)C)NC2=O)cc1OC (stereo unspecified)	2.7	7.2	4.3	3.4	6.5	0.0	6.3	22.8	3.9	0.7	2.3
Nc1cccc2c(O)cc(S(=O)(=O)O)cc12	5.4	21.2	16.2	1.6	·	0.4	-24.1	-1.9	16.6	-3.7	-4.6
N#CC1(NC(=O)COC(=O)Cn2[nH]c(=O)c3ccccc3c2=O)CCCCC1	6.5	12.2	10.0	-9.8	-0.3	-0.4	-11.4	-12.7	8.8	-28.4	3.5
CCCc1nnc(NC(=O)CCC(=O)N2CCN(c3ccccn3)CC2)s1	-4.9	3.0	-5.5	-0.5	1.6	0.6	-11.2	-22.7	-1.6	-4.2	8.8
Cc1cccc2cc3ccccc3nc12	-0.3	1.8	6.3	0.6	-4.0	-0.4	-12.3	-0.3	3.0	-17.6	-2.8
COC(=O)c1cccc(S(=O)(=O)N2CCC(c3nc4ccccc4o3)CC2)c1	-18.1	-8.1	0.4	11.0	1.5	4.1	7.3	-11.9	11.7	12.9	-11.5
CCOc1ccc(N=Nc2c(C)noc2C)cc1	14.8	4.2	1.2	-2.6	-1.2	0.3	-35.9	-5.1	-0.7	-3.3	-6.3
CC1=C(C(=O)OCC(C)C)C(c2ccc(F)cc2)NC(=O)N1 (stereo unspecified)	8.4	3.2	7.1	-9.5	2.0	0.9	-4.4	-6.8	21.3	-1.3	3.9
CC1(C)CC(=O)C=C(NCC(O)c2ccccc2)C1 (stereo unspecified)	-6.9	8.3	-0.7	-1.1	2.1	-0.7	-0.1	4.9	-4.3	1.2	-14.1
COc1ccc(/C=N/n2cnnc2SCc2ccccc2)cc1	-4.8	10.6	10.2	-3.0	1.5	-1.1	10.5	-4.2	-6.8	10.0	-19.3
Cc1c(NS(=O)(=O)N2CCCC2)c(=O)n(-c2ccccc2)n1C	-0.5	6.0	12.8	-3.6	-5.3	-1.3	8.8	-13.6	2.8	6.9	-24.3
CC(=O)N1CCN(C(=O)COc2ccc3oc4c(c3c2)CCCC4)CC1	5.0	-20.2	4.7	-3.3	0.7	0.9	-9.1	-8.4	22.8	17.1	32.1
O=C(O)Cn1c(COc2ccc(Cl)cc2)nc2ccccc21	-8.6	-5.3	14.5	2.2	-0.6	0.0	-63.5	15.2	6.9	-14.7	-1.7
CCN(CC)S(=O)(=O)c1ccc(N2CCOCC2)c(NC(=O)c2ccc(F)cc2)c1	7.3	10.2	14.1	-3.0	-0.1	-2.2	-22.5	-4.2	3.6	7.9	-8.3
COc1ccc(C)cc1NC(=S)N1CCOCC1	2.9	-4.4	3.0	-0.7	7.2	0.2	9.7	0.3	5.7	-5.9	-3.2
CCOC(=O)C1(C)CCCN(C(=O)c2cccnc2SC)C1 (stereo unspecified)	-7.7	1.5	6.0	·	·	-2.3	1.8	-20.0	-4.4	·	20.3
N#C/C(=C/c1ccc(Sc2nc3ccccc3[nH]2)o1)c1cccc(Br)c1	16.5	-4.4	-25.0	1.4	2.8	-1.7	-30.9	10.1	30.8	9.1	8.9

Complete entries, quoted from the list:
Cc1ccc(NC(=O)CSc2nn(-c3ccc(Cl)cc3)c(=S)s2)cc1S(=O)(=O)N(C)C is entered as Shn3 inh set2: 29.2; KKLEB cytotox: -7.2; HIF-2a block: 11.4; EBV LMP1 NFkB: 19.2; NR2E3 ag-1: 2.9; hiPSC survival: 2.4; NR2E3 ag-2: 4.0; C8 TRAIL sens: 28.4; Peg3 promoter: 32.1; MITF TRPM1 inh: 19.4; CF NFkB inh: -2.9
Cc1ccc(NC(=O)C2(c3ccccc3)CCOCC2)cc1 is entered as Shn3 inh set2: 10.3; KKLEB cytotox: 4.2; HIF-2a block: 17.5; EBV LMP1 NFkB: 2.4; NR2E3 ag-1: 6.0; hiPSC survival: 2.2; NR2E3 ag-2: 7.5; C8 TRAIL sens: -1.4; Peg3 promoter: 19.4; MITF TRPM1 inh: -7.4; CF NFkB inh: 0.9

Some of the compounds tested; count on the stated rates, not on these rows.
